Assay outcomes as filed in PubChem.
mouse EphA4 binding – inhibitors of EphA4 binding to KYL peptide, primary screen, biochemical, colorimetric, mouse EphA4 (AID 689). actives 0.1% (n = 62,000). EphA4-AP binding to KYL peptide, pNPP A405; higher % means a stronger effect. inhibition, % at 10 µM, or IC50 in µM where a hit was titrated; in the data active = a potency from the dose series; inactive = the rest, 99 in 100 with inhibition below about 22%
* hit, by the source's call. The list is partial, so the mix of outcomes need not match the whole.

SMILES | mouse EphA4 binding
CC(=O)OCCN(CCOC(C)=O)c1c(C)[nH]c(=O)[nH]c1=O | -3%
CCOC(=O)N1CCC(NC(=O)c2cc(C(=O)Nc3ccc(OCC)cc3)ccc2CO)CC1 | -1%
CCOC(=O)c1cnn(-c2nc(-c3ccccc3)nc3c2COC(C)(C)C3)c1N | 12%
Cc1ccc(S(=O)(=O)Nc2ccccn2)cc1C | 4%
CN1C[N+]([O-])=C(c2ccccc2)C1(C)C | -10%
CCN(CP(=O)(O)CN1CCOCC1)C(C)=O | 1%
CCCN(CCC)C(=O)CC(c1ccccc1)c1ccc(C)cc1O (stereo not drawn) | 2%
O=C(NCCc1ccc(Cl)cc1)C(=O)Nc1nccs1 | -12%
C=CCNC(=O)c1onc(CSc2ccccc2)c1C(=O)O | -8%
CS(=O)(=O)N(Cc1ccc(C(=O)NC2CCCCC2O)cc1)c1ccccc1 (stereo not drawn) | -18%
Cc1c(NC(=O)c2ccc(Cl)c(Cl)c2)c(=O)n(-c2ccccc2)n1C | -1%
CC(NC(=O)c1cccnc1)C(=O)N1CCCCC1 (stereo not drawn) | -5%
Cc1nnc(SCC(=O)Nc2ccc(S(=O)(=O)N3CCCCC3)cc2)s1 | -8%
COC(=O)c1sccc1-n1cccc1C(=O)C(=O)N1CC(C)OC(C)C1 (stereo not drawn) | -7%
Cc1cccc(C)c1NC(=O)CSc1nnc(NC(=O)CN2CCOCC2)s1 | -2%

Individual results from the entries so far.
`CCN(CP(=O)(O)CN1CCOCC1)C(C)=O` in mouse EphA4 binding is listed with 1%
`CCOC(=O)c1cnn(-c2nc(-c3ccccc3)nc3c2COC(C)(C)C3)c1N` in mouse EphA4 binding is listed with 12%

(list continues)
SMILES | mouse EphA4 binding
CCOC(=O)C1=C(C)N=c2s/c(=C\c3cc4c(cc3Cl)OCO4)c(=O)n2C1c1cccc(OC)c1 (stereo not drawn) | 6%
COc1ccc(OC)c(C(=O)COC(=O)c2ccccc2O)c1 | -10%
O=C(CN1CCC(C(=O)c2ccc3c(c2)OCCO3)CC1)NC1CCCC1 | 9%
CCOC(=O)c1cnn(-c2ccccc2)c1-n1cccc1C(=O)C(=O)Nc1ccccc1C(F)(F)F | -2%
Cc1nn(CC(=O)Nc2cccnc2N2CCOCC2)c(=O)c2ccccc12 | -7%
O=C(CCCc1nc(-c2ccccc2)no1)N1CCOCC1 | -2%
CN1c2ccccc2C(C)(C)C12CCCC(=O)N2 (stereo not drawn) | 3%
Cc1oc(-c2ccc(Cl)cc2)nc1CN1CCCC(C(=O)N2CCN(C(=O)c3ccco3)CC2)C1 (stereo not drawn) | -14%
CN(C)C(=O)N1CCCC(C(=O)NCCc2ccccc2)C1 (stereo not drawn) | 4%
Cn1nc(C(=O)Nc2sccc2C(N)=O)ccc1=O | 0%
Cc1csc(SCc2ccc(C(=O)O)cc2)n1 | -7%
CS(=O)(=O)N1Cc2ccccc2CC1C(=O)OCC(=O)Nc1ccc2ccccc2c1 (stereo not drawn) | 4%
CC1CCN(C(=O)COc2ccccc2F)CC1 | -8%
Cc1ccc(C(=O)NC(=S)Nc2ccccc2C(F)(F)F)cc1C | -4%
Cc1c(-c2cccs2)[n+](=O)c2c(n1[O-])CCCCC2 | -1%
Cn1c(=O)cc(OCCCC(=O)NCCCN2CCN(Cc3ccccc3)CC2)c2ccccc21 | 7%
COc1cc(C(=O)NCCCN2CCCC2=O)cc(OC)c1OC | 4%
O=C(NC1CCCCCCC1)c1ccc(S(=O)(=O)N2CCCC2)cc1 | -18%
CCCc1cc(=O)n2[nH]c(-c3ccco3)nc2n1 | -23%
COc1ccc(CN2CCCC2C(=O)Nc2ccc(OC)c(OC)c2)cc1OC (stereo not drawn) | 4%
c1cn2cc(-c3ccc4c(c3)OCO4)nc2s1 | -15%
Cc1ccc(C(=O)NNC(=O)C2CCN(Cc3ccc(Cl)c(Cl)c3)CC2)cc1 | -8%
O=C(Nc1ccccc1-c1nnn(CC(=O)N2CCCc3ccccc32)n1)c1ccco1 | -9%
O=C(Cc1sc(-c2ccccc2)nc1-c1ccccc1)Nc1ccc(Cl)cc1 | -10%
COc1ccc2nc(NCCO)[nH]c2c1 | -16%
CSCC[C@H](NC(=O)OC(C)(C)C)c1nnc(SCc2cccc(F)c2)o1 | 0%
Cc1sc(NC(=O)C(C)C)c(C(=O)Nc2ccccc2)c1C | -4%
C=CCOc1cccc(C2/C(=C(/O)c3ccc(F)cc3)C(=O)C(=O)N2CCN2CCOCC2)c1 (stereo not drawn) | -9%
Cc1cc(OCC(F)(F)C(F)(F)C(F)(F)C(F)(F)C(F)(F)C(F)F)nc(N)n1 | -1%
O=c1/c(=C\c2cc(Cl)c(O)c(Cl)c2)sc2nc3ccccc3n12 | 1%

Entries above that contain an aryl methoxy group (five):
SMILES | mouse EphA4 binding
CCOC(=O)C1=C(C)N=c2s/c(=C\c3cc4c(cc3Cl)OCO4)c(=O)n2C1c1cccc(OC)c1 (stereo not drawn) | 6%
COc1ccc(OC)c(C(=O)COC(=O)c2ccccc2O)c1 | -10%
COc1cc(C(=O)NCCCN2CCCC2=O)cc(OC)c1OC | 4%
COc1ccc(CN2CCCC2C(=O)Nc2ccc(OC)c(OC)c2)cc1OC (stereo not drawn) | 4%
COc1ccc2nc(NCCO)[nH]c2c1 | -16%

Pulled by compound from the list above, five records:
SMILES | mouse EphA4 binding
Cc1ccc(C(=O)NNC(=O)C2CCN(Cc3ccc(Cl)c(Cl)c3)CC2)cc1 | -8%
O=C(Cc1sc(-c2ccccc2)nc1-c1ccccc1)Nc1ccc(Cl)cc1 | -10%
Cc1cc(OCC(F)(F)C(F)(F)C(F)(F)C(F)(F)C(F)(F)C(F)F)nc(N)n1 | -1%
CSCC[C@H](NC(=O)OC(C)(C)C)c1nnc(SCc2cccc(F)c2)o1 | 0%
CCCc1cc(=O)n2[nH]c(-c3ccco3)nc2n1 | -23%

The listing continues:
SMILES | mouse EphA4 binding
COCCn1c(C)cc(C2=NNC(=Nc3ccc(F)cc3)SC2)c1C | -4%
CCOC(=O)C1=C(C)NC(=O)C(C(N)=O)C12CCCCC2 (stereo not drawn) | 6%
CCN(CC)CCN1C(=O)C(O)=C(C(=O)c2cccs2)C1c1ccccn1 (stereo not drawn) | 5%
COc1cc(OC)nc(NC(=O)C(C)C)n1 | 13%
CC(C)(C)N(NC(=O)c1ccccc1)C(=O)c1cccc(C(=O)N(NC(=O)c2ccccc2)C(C)(C)C)c1 | -2%
O=C(CSc1nc2ccsc2c(=O)n1NC(=O)c1ccccc1)NCc1ccco1 | -2%
Cc1ccc(S(=O)(=O)N2CCC(C(=O)N[C@@H](C)C(=O)NC3CCCCC3)CC2)cc1 | -9%
CCOc1ccc(C(=O)N2CC(C)OC(C)C2)cc1OCC (stereo not drawn) | -6%
COc1cccc(OCC(O)CN2C(C)CCCC2C)c1 (stereo not drawn) | -1%
COc1cc(C)nc(Oc2ccc(OCCOc3ccc(C)cc3)nn2)n1 | 9%
O=C(NCC(c1cccnc1)N1CCN(c2ccccc2F)CC1)c1cccc(Cl)c1 (stereo not drawn) | -8%
CCC(=O)NC(Nc1sc2c(c1C(=O)OC)CCCC2)(C(F)(F)F)C(F)(F)F | -11%
Clc1ccccc1-c1nn2c(-c3ccccn3)nnc2s1 | -5%
CCOC(=O)N1CCN(S(=O)(=O)c2cc(-c3nn4c(C)nnc4c4ccccc34)ccc2C)CC1 | 5%
COc1cc2c(cc1OC)-c1cc(NC3CCCCCC3)nc(=O)n1CC2 | -18%
COc1ccc(N2Cc3cccc(C(=O)N4CCN(C(=O)c5ccco5)CC4)c3C2=O)cc1 | 11%
O=C(CC1OC(=O)c2ccccc21)NC1CCCCC1 (stereo not drawn) | -10%
O=C(c1ccccc1)N1CCCOC1c1ccccc1 (stereo not drawn) | 8%
CC[n+]1c(/C=C2\C=C(C)CC(C)C2)sc2ccccc21 (stereo not drawn) | -3%
O=S1(=O)CCC(NCC2CCCO2)C1 (stereo not drawn) | 3%
CCN(CC)CCCNC(=O)Cn1ncc2c(=O)oc3ccc(C)cc3c21 | 3%
C/C(O)=C(\C(=S)NC(=O)c1ccccc1)C(N)=NC(=O)c1ccccc1 | -3%
O=C(NCc1cn2ccsc2n1)Nc1cccc(Cl)c1 | -1%
O=C(O)C1CCCCC1C(=O)Nc1cnn(Cc2ccccc2)c1 (stereo not drawn) | 4%
O=C(NCc1cccs1)C1CCN(c2nc3ccccc3o2)CC1 | -16%
CCN(CC)CCNC(=O)c1ccc(NC(=O)c2ccc(Cl)c(S(=O)(=O)Nc3ccccc3OC)c2)cc1 | -12%
O=C(Nc1ccccc1)N1C2CCC1CC(O)(c1cccnc1)C2 (stereo not drawn) | 13%
COc1ccc(C2N(C(=O)c3ccccc3)CCN2C(=O)c2ccc(C)cc2)cc1 (stereo not drawn) | -2%
Cc1c(NC(=O)C(C)Sc2ccccc2)c(=O)n(-c2ccccc2)n1C (stereo not drawn) | 1%
O=C(NCCCO)C(=O)NCCc1ccc(Cl)cc1 | -6%
O=C(NCc1ccco1)c1ccccc1-c1ccc(C(F)(F)F)cc1 | -8%
CCOCC(=O)Nc1cc(C(=O)Nc2cccc(C)c2C)ccc1Cl | -3%
COc1ccc(/C=C2\SC(=O)N(CC(=O)NC(C)(C)C)C2=O)cc1OC | 0%
O=C(NCc1ccccc1)c1cccc(NC(=O)c2ccco2)c1 | -2%
O=C(c1ccccc1)N(CCN1CCOCC1)C1(C(=O)Nc2ccccc2)CCCCC1 | -12%
COC(=O)c1ccc(C(=O)OC)c(NC(=O)/C=C/c2ccccc2)c1 | -2%
CN(C(=O)CC(NC(=O)c1ccccc1)(c1ccccc1)c1ccccc1)c1ccccc1 | -17%
COc1ccc(CC(=O)OCC(=O)Nc2c(C)n(C)n(-c3ccccc3)c2=O)cc1 | 10%
Cc1cc2cc(CNC(=O)CC(C)C)ccc2n1C | -6%
Cc1oc(-c2ccc(Cl)cc2)nc1CN1CCC(C(=O)NCc2cccnc2)CC1 | 3%
COc1cccc(OC)c1OCCCCN1CCCC1 | -7%
O=C(Nc1nc2ccccc2n1CCN1CCCCC1)c1ccco1 | -6%
OC(COc1c(Cl)cc(Cl)cc1Cl)CN1CCCCC1 (stereo not drawn) | -10%
O=C(O)C1CCCCC1C(=O)OCCCCOC(=O)C1CCCCC1C(=O)O (stereo not drawn) | 0%
CCn1c(SCC(=O)c2cccs2)nnc1-c1ccco1 | -8%
CO/N=C/NC(=O)c1c(OC)ccnc1Oc1ccc(F)cc1 | -10%
COc1cc(NS(=O)(=O)c2ccc(NC(=O)COc3ccccc3C)cc2)nc(OC)n1 | 6%
O=C(Nc1ccc2oc(-c3cccnc3)nc2c1)c1ccco1 | -20%
CCCc1cc(C(=O)Nc2cc(C)nn2-c2ccccc2)no1 | -5%
CC1(C)Cc2noc(N)c2C(C)(C)N1OC(=O)c1scc2c1OCCO2 | -2%
COc1ccc(C(=O)/C=C/Nc2ccc(Br)c(Cl)c2)cc1 | -10%
CCCC(=O)Nc1nc(-c2ccc3c(c2)CCN3S(C)(=O)=O)cs1 | 7%
O=C(Cn1[nH]c(=O)c2ccccc2c1=O)Nc1cccc(-c2nnc3n2CCCCC3)c1 | -3%
N#CC(C#SN)=C1CCCCC1 | 0%
Cc1ccc2oc(-c3ccc(NC(=O)CC(C)C)cc3)nc2c1 | -6%
CCNC(=S)NNC(=O)c1csc2c1CCCC2 | -6%
CCc1ccc(OCC(=O)Nc2cccc(OC)c2)cc1 | 3%
O=C(CCn1cccc1)NCCc1ccc(Cl)cc1 | -12%
CCOc1ccccc1N(CC(=O)Nc1ccc(C)cc1)S(C)(=O)=O | -3%
O/N=C/c1ccc(OCC(O)Cn2c3ccccc3c3ccccc32)cc1 (stereo not drawn) | -2%
Next part
SMILES | mouse EphA4 binding
CCOC(=O)c1[nH]c(C)c(C(=O)N(C)Cc2ccccc2)c1C | 8%
O=C(Nc1nnc(COc2ccccc2)s1)c1ccco1 | 4%
O=C(CCN1C(=O)c2ccccc2C1=O)Oc1ccc2ccccc2c1 | 9%
O=C(c1ccc(Cl)nc1)N1CCc2ccccc2C1 | -5%
Cc1nc([N+](=O)[O-])c(N2CCN(C)CC2)n1Cc1ccccc1 | -2%
COCC(C)N=CC1=C(O)CC(C)(C)CC1=O (stereo not drawn) | 4%
Cc1ccc(C(=O)c2coc3c2C(=O)C(=O)c2ccccc2-3)cc1 | 3%
CC(C)(C)OC(=O)COc1ccc2c3c(c(=O)oc2c1)CCC3 | -5%
Cc1ccc(C(=O)CSc2nc3ccccc3c(=O)n2-c2ccccc2)s1 | -4%
O=C(COc1cccc2ccccc12)NCc1ccccn1 | 4%
COc1ccc(C(=O)Nc2ccccc2C(=O)NCCC(=O)NCc2ccco2)cc1 | -2%
CCOC(=O)c1c(NC(=O)C2c3ccccc3Oc3ccccc32)sc(C(C)=O)c1C | -4%
COc1c([N+](=O)[O-])c(=O)oc2ccccc12 | -6%
Cc1cccnc1NC1(C(F)(F)F)N=C(c2ccccc2)NC1=O (stereo not drawn) | -8%
COc1ccc(-c2cn3cc(Cl)ccc3n2)cc1OC | -14%

The closing two records of the part before are carried over, then new ones follow.
SMILES | mouse EphA4 binding
Cc1cccnc1NC1(C(F)(F)F)N=C(c2ccccc2)NC1=O (stereo not drawn) | -8%
COc1ccc(-c2cn3cc(Cl)ccc3n2)cc1OC | -14%
O=C(O)c1ccc(CSCc2c(F)cccc2Cl)o1 | 6%
CCOC(=O)Cc1c[nH]c2ccccc12 | 6%
CCCS(=O)(=O)N1CCCC(C(=O)NCCCOCC)C1 (stereo not drawn) | -1%
CCCOC(=O)C1=C(C)NC2=C(C(=O)CCC2)C1c1ccc(N(C)C)cc1 (stereo not drawn) | -10%
